Bioassay records from PubChem BioAssay.
PDI turbidity: PDI (human) enzyme inhibition | P07237 | PDI insulin aggregation turbidity, A650, 90 min | inhibition, % at 10 µM | actives 0.052% (n = 350,000) | AID 588391;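 active = mean inhibition across replicates of 30% or more, whatever share of single replicates reach that level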;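 note: absorbance from insulin aggregation driven by PDI reduction with DTT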
Target sequence (P07237 whole entry, looked up): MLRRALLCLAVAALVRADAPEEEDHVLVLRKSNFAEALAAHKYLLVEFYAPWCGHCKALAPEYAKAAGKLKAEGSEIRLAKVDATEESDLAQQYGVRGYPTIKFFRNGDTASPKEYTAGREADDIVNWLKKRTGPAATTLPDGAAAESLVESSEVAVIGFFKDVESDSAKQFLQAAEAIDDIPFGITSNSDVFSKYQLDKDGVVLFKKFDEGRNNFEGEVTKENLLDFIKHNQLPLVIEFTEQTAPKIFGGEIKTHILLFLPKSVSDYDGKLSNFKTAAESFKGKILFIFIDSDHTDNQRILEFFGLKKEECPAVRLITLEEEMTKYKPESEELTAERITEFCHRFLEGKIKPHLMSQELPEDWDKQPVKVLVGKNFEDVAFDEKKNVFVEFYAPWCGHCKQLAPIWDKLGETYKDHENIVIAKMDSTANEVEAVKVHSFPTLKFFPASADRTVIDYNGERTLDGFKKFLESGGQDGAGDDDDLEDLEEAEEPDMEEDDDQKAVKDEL
KKLEB tox: CF airway cell cytotoxicity counter-screen; KKLEB CF airway cells viability, ATPlite luminescence, overnight; hits give low values; cells stimulated with P. aeruginosa culture filtrate; activity change (cytotoxicity), % at 5 µM; actives 0.36% (n = 360,000); AID 602141;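 active = corrected activity change at or below -50% at 5 µM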
CF NFkB block: inhibitors of cystic fibrosis induced NF-kB; KKLEB NF-kB-GFP reporter, PAF-induced, GFP fluorescence overnight; inhibition, % at 5 µM; actives 0.86% (n = 360,000); AID 588850;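 active = at least 50% inhibition at 5 µM, scaled per plate between neutral and stimulator controls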;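 note: PAF is a Pseudomonas aeruginosa culture filtrate used as stimulus; plate controls were PAF-stimulated DMSO wells for no effect and unstimulated DMSO wells for full effect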
CaV13 FRET inh: Disruptors of the CACNA1D IQ motif to Ca2+-dependent inactivation inhibitor domain association, primary screening, Förster resonance energy transfer in intact living …. AID 743397. actives 0.098% (n = 340,000). HEK cells, CFP/YFP FRET ICDI-IQ, plate reader, 10 min; percent FRET-ratio fall versus neutral wells. inhibition, % at 12.3 µM;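 active = mean replicate inhibition of at least 30% and at least 1% of replicates passing that level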;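 note: 0% = median of the neutral control wells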
Shn3 inh set2: inhibitors of Schnurri-3 3'UTR reporter in osteoblasts; actives 0.52% (n = 360,000); Clone20 osteoblast Shn3 3'UTR firefly luciferase, 24 h; inhibition, % at 12.5 µM;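 active = mean inhibition of at least 75% with every replicate also reaching 75%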;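 note: 0% = median of neutral control wells and 100% = pilot-screen positive control compound; some compounds past the cut are filed as inactive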
NR2E3 ag-1: activates human photoreceptor nuclear receptor NR2E3. Q9Y5X4. GST-NR2E3/biotin-RetCOR TR-FRET, 1536-well. inhibition of corepressor binding, % at 4.78 µM. actives 0.12% (n = 320,000). AID 2300;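 active = percent inhibition above the cutoff of mean plus 3 SD of all tested compounds, set per screening campaign, cut at about 20% in these data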;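 note: 0% = DMSO wells and 100% = biotin wells as full block of FRET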
Target sequence (Q9Y5X4 whole entry, looked up): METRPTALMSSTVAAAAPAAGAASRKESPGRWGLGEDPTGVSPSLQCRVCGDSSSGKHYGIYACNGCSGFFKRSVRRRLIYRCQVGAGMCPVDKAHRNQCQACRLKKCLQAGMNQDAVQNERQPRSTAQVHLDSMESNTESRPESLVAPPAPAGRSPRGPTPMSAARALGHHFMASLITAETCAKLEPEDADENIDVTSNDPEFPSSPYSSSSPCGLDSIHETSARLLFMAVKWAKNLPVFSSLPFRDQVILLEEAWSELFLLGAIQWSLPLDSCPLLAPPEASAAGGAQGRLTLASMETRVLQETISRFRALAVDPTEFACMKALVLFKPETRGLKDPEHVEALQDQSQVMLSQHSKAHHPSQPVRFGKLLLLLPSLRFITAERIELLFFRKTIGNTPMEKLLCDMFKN
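Test system – NR2E3–RetCOR corepressor complex · Quantity – NR2E3 fusion 1.35 nM · Buffer or medium – Tris pH 7.5 · Incubation – Compound–protein incubation for 5 h at 4 °C · Technique – TR-FRET, Eu(K)-anti-GST donor, streptavidin-D2 acceptor, ex 340, em 617/671 nm · Evaluation – percent inhibition of 671/617 nm emission ratio versus biotin and DMSO controls · Plate – 1536-well format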
Vif imaging: HIV Vif inhibition | HEK293T cells, Vif self-association by quenched fluorescence, imaging, 24 h | inhibition, % at 7.49 µM | actives 0.35% (n = 340,000) | AID 602346; in the data active = inhibition above about 50%, passing the limit was not always enough; note: some results filed as inactive read as strong as hits
HIF-2a inh: inhibitors of HIF-2a; 786-0 RCC cells HIF-2a reporter, luciferase luminescence, overnight; inhibition, % at 18.8 µM; actives 0.72% (n = 360,000); AID 624352;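 active = inhibition of the luminescence signal of 40% or more relative to plate controls, in a single-dose primary screen at 18.75 µM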
MITF TRPM1 inh: inhibitors of MITF-driven TRPM1 promoter in melanoma cells. SK-MEL-5 TRPM1 promoter luciferase, 24 h. inhibition, % at 12.5 µM. actives 0.83% (n = 330,000). AID 488899;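 active = mean inhibition across replicates of 60% or more, whatever share of single replicates reaches that level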; note: values of inactives mirror those of a sister screen read the other way
Peg3 prom inh: inhibitors of Peg3 promoter. HeLa PEG-Prom luciferase reporter, luminescence, overnight. inhibition, % at 20 µM. actives 1.7% (n = 360,000). AID 588405;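 active = inhibition of at least 50% at 20 µM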
NR2E3 ag-2: human photoreceptor-specific nuclear receptor agonism; Q9Y5X4; CHO-S Gal4-NCOR/VP16-NR2E3 two-hybrid, luciferase; inhibition of corepressor binding, % at 3.98 µM; actives 0.35% (n = 360,000); AID 602229;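 active = inhibition above the mean of all tested compounds plus 3 SD, cut at about 70% in these data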;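 note: 0% = DMSO with NR2E3 transfected cells and 100% = cells lacking NR2E3 construct; higher means lower luciferase signal from less NR2E3 corepressor binding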
* = called active by the depositor; . = not tested or not shown.

[1] Cc1cccc(NC(=O)CSCC(=O)Nc2ccc(S(=O)(=O)N3CCCCC3)cc2)c1
[2] O=C(Oc1ccccc1)N1CCN(C(=O)c2ccco2)CC1
[3] COc1cc(C(=O)OCC(=O)N2CCC(Cc3ccccc3)CC2)cc(OC)c1OC
[4] Cc1noc(C)c1Cc1ccc(O)cc1
[5] Cc1ccccc1-c1noc(C23CC4CC(CC(C4)C2)C3)n1
[6] O=C(CN1CCN(c2ccccc2)CC1)Nc1ccc2c(c1)OCCO2
[7] COc1ccccc1CNc1nc(NCc2ccccc2OC)c2sccc2n1
[8] COC(=O)C1CC(O)CN1C(=O)c1ccco1 (configuration not stated)
assay / compound	1	2	3	4	5	6	7	8
PDI turbidity	-1	2	0	-1	1	3	-1	-4
KKLEB tox	-3	-4	0	-1	-1	-12	-11	-23
CF NFkB block	10	1	-1	9	-9	7	7	-11
CaV13 FRET inh	-7	-4	-6	-4	.	-19	-6	-2
Shn3 inh set2	18	-10	-1	15	-19	18	87*	-32
NR2E3 ag-1	.	.	0	2	6	-10	.	1
Vif imaging	-8	.	4	-2	0	0	-14	-2
HIF-2a inh	8	-1	20	9	-27	-15	17	15
MITF TRPM1 inh	11	5	4	7	-9	3	.	4
Peg3 prom inh	27	-10	-1	-5	-2	-6	58*	4
NR2E3 ag-2	-40	13	0	-7	-19	15	75*	-1

One compound at a time (already shown). Order of values: PDI turbidity | KKLEB tox | CF NFkB block | CaV13 FRET inh | Shn3 inh set2 | NR2E3 ag-1 | Vif imaging | HIF-2a inh | MITF TRPM1 inh | Peg3 prom inh | NR2E3 ag-2
Results for O=C(CN1CCN(c2ccccc2)CC1)Nc1ccc2c(c1)OCCO2 : 3 | -12 | 7 | -19 | 18 | -10 | 0 | -15 | 3 | -6 | 15
Results for O=C(Oc1ccccc1)N1CCN(C(=O)c2ccco2)CC1 : 2 | -4 | 1 | -4 | -10 | . | . | -1 | 5 | -10 | 13

(cont.)
[9] CCCC(C)NC(=O)c1c2c(nc3ccccc13)CCC2 (configuration not stated)
[10] CC(NC(=O)CCNS(=O)(=O)c1cccc2nsnc12)c1ccccc1 (configuration not stated)
[11] CN(c1ccccc1)S(=O)(=O)c1ccc(Cl)c(C(=O)OCC(=O)N2CCOCC2)c1
[12] CCN(CC)CCC(O)(c1ccc2c(c1)OCO2)c1cc(OC)c(OC)c(OC)c1 (configuration not stated)
[13] O=C(O)c1ccccc1Nc1cc(Cl)c2nonc2c1[N+](=O)[O-]
[14] CC1(C)CC(=O)C(C(c2ccncc2)C2C(=O)CC(C)(C)CC2=O)C(=O)C1
[15] COc1ccc(OC)c2c1sc(=NC(=O)C(C)C)n2C
[16] Cc1cc(-c2ccc(S(=O)(=O)N3CCN(c4ccccc4F)CC3)s2)on1
assay / compound	9	10	11	12	13	14	15	16
PDI turbidity	6	0	-1	8	8	-3	.	1
KKLEB tox	16	6	-7	-6	1	2	2	-10
CF NFkB block	-19	-4	12	-4	-12	-4	-16	8
CaV13 FRET inh	-5	-4	2	-8	-20	.	-6	-3
Shn3 inh set2	-5	-13	0	5	-2	-13	32	41
NR2E3 ag-1	4	0	-1	.	4	2	0	0
Vif imaging	.	9	4	-9	1	8	.	-6
HIF-2a inh	9	1	16	11	18	11	-1	9
MITF TRPM1 inh	-10	-1	-8	-4	10	6	.	-3
Peg3 prom inh	0	3	-2	7	14	11	8	-2
NR2E3 ag-2	-5	-11	-9	-4	-2	1	-7	20

[17] Cc1cccc(NC(=O)c2cc(Cl)ccc2[N+](=O)[O-])c1
[18] C=CCn1c(SCc2ccc3nonc3c2)nnc1-c1cccs1
[19] O=C(NCc1ccco1)C1CCCN(S(=O)(=O)c2cccc3cccnc23)C1 (configuration not stated)
[20] COc1ccccc1CN1CC(C(=O)N(C)CCOc2ccccc2)CCC1=O (configuration not stated)
[21] CC(C)Oc1ccc(C(=O)NC(Cc2c[nH]c3ccccc23)C(=O)NN)cc1 (configuration not stated)
[22] COc1ccc(CC(=O)Nc2nc(C)cs2)cc1S(=O)(=O)N1CCOCC1
[23] O=C(O)c1ccc(Nc2nc(-c3ccccc3)nc3ccccc23)cc1
[24] NN/C(=C\[N+](=O)[O-])Nc1ccccc1
assay / compound	17	18	19	20	21	22	23	24
PDI turbidity	-1	-2	.	15	-1	-14	3	-8
KKLEB tox	7	-8	-6	8	18	7	-8	12
CF NFkB block	7	0	-15	-4	-26	-10	10	-6
CaV13 FRET inh	-4	-4	-2	-2	-4	-5	-20	-5
Shn3 inh set2	-3	23	-9	-16	-38	-23	0	-13
NR2E3 ag-1	-4	-3	1	3	-1	4	3	-3
Vif imaging	-4	-6	10	-1	.	0	-5	9
HIF-2a inh	10	24	8	-12	-2	10	5	-96
MITF TRPM1 inh	10	6	11	-2	-8	-6	-5	-6
Peg3 prom inh	5	0	21	-9	-13	10	5	-59
NR2E3 ag-2	1	-32	-19	9	18	-15	19	-72

[25] CCc1ccc2c(CC(=O)Nc3cccc(S(=O)(=O)N4CCOCC4)c3)coc2c1
[26] COc1cccc(NC(=O)CN2C(=O)CSc3ccc(S(=O)(=O)N4CCC(C)CC4)cc32)c1
[27] CCOc1ccc(N2C(=O)CC(N3CCN(c4ccccc4F)CC3)C2=O)cc1 (configuration not stated)
[28] CC1CCN(C(=O)c2ccc(S(=O)(=O)N3CCCCCC3)cc2)CC1
[29] CCN1C[C@@H]2[C@@H]3C(=O)N(Cc4ccccc4)C(=O)[C@@H]3[C@](Cc3ccccc3)(C1=O)N2C(=O)c1ccc(Cl)cc1
[30] COc1ccc(NS(=O)(=O)c2cc(NC(=O)c3ccc(F)cc3)ccc2OC)cc1
[31] O=C(COc1ccc(F)cc1)NNC(=O)c1cc2ccccc2oc1=O
[32] O=C(N/N=C/c1cnc(N2CCCCC2)s1)c1ccc(C(F)(F)F)cc1
assay / compound	25	26	27	28	29	30	31	32
PDI turbidity	6	4	0	-5	10	-9	1	0
KKLEB tox	-2	6	-3	6	0	-8	-2	2
CF NFkB block	-13	1	-1	-20	6	-2	11	11
CaV13 FRET inh	-3	-2	.	-6	-5	-4	-3	-2
Shn3 inh set2	6	-1	-6	-12	-10	20	-25	80
NR2E3 ag-1	5	2	-2	.	.	0	1	2
Vif imaging	10	-12	1	1	4	-1	2	.
HIF-2a inh	-15	16	15	7	16	17	6	19
MITF TRPM1 inh	8	6	1	-5	-6	21	-5	-5
Peg3 prom inh	14	8	10	-8	3	23	-6	33
NR2E3 ag-2	-31	-16	-18	15	-10	-39	9	-29

[33] Cc1nc(N[C@@H](Cc2ccccc2)C(=O)O)c2oc3ccccc3c2n1
[34] C#CCOCCOCCOCCNc1nc(N2CCN(C(=O)Cn3cc(CCCN=C(N)N)nn3)CC2)nc(N2CCN(C(=O)Cn3cc(CC(C)O)nn3)CC2)n1 (configuration not stated)
[35] COc1ccc([C@H]2CC(=O)C=C(c3ccc(F)cc3OCc3ccccc3)C2)cc1
[36] CCn1c(SCC(=O)N2CCOCC2)nc2c([nH]c3ccccc32)c1=O
[37] Cc1c(N2C(=O)/C(=C\c3ccc(N(C)C)cc3)N(C)C2=S)c(=O)n(-c2ccccc2)n1C
[38] COc1cccc(C(=O)NCC(=O)NCc2cc(=O)n(C)c(=O)n2C)c1OC
[39] O=[N+]([O-])c1cc(CN2CCCC2)c2cccnc2c1O
[40] COc1ccccc1CCN=C(N)NS(=O)(=O)c1cccs1
assay / compound	33	34	35	36	37	38	39	40
PDI turbidity	14	-34	-2	8	-16	6	-1	3
KKLEB tox	1	-12	-8	-14	3	-8	-28	2
CF NFkB block	-15	17	11	-8	-5	0	26	5
CaV13 FRET inh	.	-4	-11	.	-8	-7	.	3
Shn3 inh set2	2	5	70	-12	16	-4	-27	-3
NR2E3 ag-1	0	.	0	0	-7	6	0	3
Vif imaging	7	1	-14	0	42	2	10	.
HIF-2a inh	-1	-6	25	15	1	7	12	5
MITF TRPM1 inh	0	4	3	10	17	-4	11	-4
Peg3 prom inh	20	-6	21	-6	11	-1	20	5
NR2E3 ag-2	-17	-3	1	8	1	-22	-5	-7

[41] COc1cc(C2C(C#N)=C(C)NC(C)=C2C#N)cc(OC)c1OC
[42] O=C(CSc1nnc(CNC(=O)c2c(F)cccc2F)o1)c1ccc(Cl)cc1
[43] COc1ccc([N+](=O)[O-])cc1N(CC(=O)NCCSc1ccc(C)cc1)S(C)(=O)=O
[44] Cc1ccc(-c2noc(CNC(=O)c3ccoc3C)n2)cc1
[45] CCn1c2ccc(C)cc2c2nnc(SCCN3CCOCC3)nc21
[46] O=c1[nH]oc(O)c1-c1ncc(C(F)(F)F)cc1Cl
[47] CSCCC(NC(=O)c1ccccc1Cl)C(=O)NCC1COc2ccccc2O1 (configuration not stated)
[48] N=C1/C(=C/c2ccc(OCc3ccccc3F)cc2)C(=O)N=C2SC(CC(=O)N3CCOCC3)=NN12
assay / compound	41	42	43	44	45	46	47	48
PDI turbidity	-19	-6	-2	5	2	-2	2	-10
KKLEB tox	-8	13	2	-12	-3	15	-14	3
CF NFkB block	15	-13	6	1	-24	-3	-6	-8
CaV13 FRET inh	-6	-13	-5	-7	-2	-7	-3	-7
Shn3 inh set2	6	-12	-8	-8	-5	8	-10	-12
NR2E3 ag-1	0	.	1	-1	-1	2	.	3
Vif imaging	4	4	-2	2	-4	-5	.	2
HIF-2a inh	16	14	7	89*	0	12	9	0
MITF TRPM1 inh	11	.	2	-1	2	-11	11	-41
Peg3 prom inh	9	12	7	-11	11	-4	1	-220
NR2E3 ag-2	11	10	-23	-1	-2	14	22	-71

Among those listed so far, these have a CF3 group.
[32] O=C(N/N=C/c1cnc(N2CCCCC2)s1)c1ccc(C(F)(F)F)cc1
[46] O=c1[nH]oc(O)c1-c1ncc(C(F)(F)F)cc1Cl
assay / compound	32	46
PDI turbidity	0	-2
KKLEB tox	2	15
CF NFkB block	11	-3
CaV13 FRET inh	-2	-7
Shn3 inh set2	80	8
NR2E3 ag-1	2	2
Vif imaging	.	-5
HIF-2a inh	19	12
MITF TRPM1 inh	-5	-11
Peg3 prom inh	33	-4
NR2E3 ag-2	-29	14

The list continues:
[49] COC(=O)CCCC(=O)NC(C)c1cnn(-c2ccccc2C)c1C (configuration not stated)
[50] CCOC(=O)CNC(=O)COc1coc(CN2CCN(c3ccccc3F)CC2)cc1=O
[51] COC(=O)CSc1nc2c(c(C3CC=CCC3)c1C#N)CCC2 (configuration not stated)
[52] CC(C)n1c(=O)[nH]c2ccccc21
assay / compound	49	50	51	52
PDI turbidity	-1	3	7	-4
KKLEB tox	10	-15	-2	-5
CF NFkB block	-29	5	-4	0
CaV13 FRET inh	-5	-2	-5	-8
Shn3 inh set2	-3	2	9	-1
NR2E3 ag-1	0	0	-2	2
Vif imaging	-14	-6	-1	9
HIF-2a inh	-17	8	0	-7
MITF TRPM1 inh	-1	2	1	8
Peg3 prom inh	-5	14	3	-3
NR2E3 ag-2	-7	-14	-4	-2
